# KCNK3 block = human KCNK3 channel inhibitors, primary screen, CHO cells, FluxOR thallium flux, B-score. FluxOR fluorescence; active compounds read low. B-score at 10 µM. hit rate 0.84% among 340,000;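 active means B-score under library mean minus 4 SD, starting fluorescence ratio at most library mean plus 5 SD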;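 further: more negative B-score means stronger inhibition of thallium flux through KCNK3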
# ANO1 block = TMEM16A chloride channel inhibitors, primary screen, cell-based, HTS. Anoctamin-1 (Mus musculus), Q8BHY3. HEK293 TMEM16A/YFP iodide influx fluorescence, ionomycin. normalized B-score (activity score, 25-100; higher = stronger inhibition) at 10 µM. hit rate 1.2% among 310,000;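 active means ratio plate-corrected score three or more library SD toward inhibition, starting fluorescence score within five deviations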;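 further: score derived from kinetic fluorescence span divided by baseline fluorescence per well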
# MrgX1 allo act = positive allosteric modulators of MrgX1, primary screen, HEK293 cells, Fluo-4 calcium flux. AID 588675, 2011. FDSS; active compounds read high. B-score at 10 µM. hit rate 0.63% among 310,000. Mas-related G-protein coupled receptor member X1 (Homo sapiens), Q96LB2;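 active means plate-corrected calcium response at least 3 library SD above typical, normal starting fluorescence, not activating the receptor alone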;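 further: compound read alongside a low EC10 to EC30 dose of BAM8-22 agonist; peak minus trough fluorescence over baseline measured at the second addition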
# Target sequence (Q96LB2 whole entry, looked up): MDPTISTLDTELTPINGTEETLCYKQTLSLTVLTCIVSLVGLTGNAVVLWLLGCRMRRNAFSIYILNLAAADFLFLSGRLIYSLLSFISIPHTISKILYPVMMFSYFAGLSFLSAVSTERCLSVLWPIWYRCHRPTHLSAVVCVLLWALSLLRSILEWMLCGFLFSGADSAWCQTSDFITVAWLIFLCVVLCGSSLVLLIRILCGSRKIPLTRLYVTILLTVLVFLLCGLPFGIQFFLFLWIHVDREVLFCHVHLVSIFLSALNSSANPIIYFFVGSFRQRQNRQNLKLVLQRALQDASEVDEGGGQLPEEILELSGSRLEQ
# TMEM16A act = TMEM16A chloride channel activators or potentiators, primary screen, cell-based, HTS; Anoctamin-1 (Mus musculus), Q8BHY3; B-score at 10 µM; HEK293 TMEM16A/YFP-H148Q/I152L, iodide quench fluorescence; active compounds read low; hit rate 0.3% among 340,000; AID 623877, 2012;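 active means fluorescence-ratio B-score plate-corrected deviation score at least 3 library SD below zero, with starting fluorescence score within 5 deviations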;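 further: channel opened by trigger with iodide after compound preincubation; score built on the fluorescence ratio of max minus min over baseline; more negative score means more quench and so TMEM16A activation or potentiation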
# KCNK9 inh = KCNK9 potassium channel inhibitors, primary screen, HEK293 cells, thallium flux | AID 488922, 2010 | B-score at 10 µM | hit rate 1.2% among 310,000 | FluxOR thallium flux fluorescence; active compounds read low;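 active means ratio B-score over 3 SD below the library mean, with starting fluorescence within 5 SD of its mean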;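 further: negative B-score means less thallium flux so channel inhibition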
# Target sequence (Q9NPC2 whole entry, looked up): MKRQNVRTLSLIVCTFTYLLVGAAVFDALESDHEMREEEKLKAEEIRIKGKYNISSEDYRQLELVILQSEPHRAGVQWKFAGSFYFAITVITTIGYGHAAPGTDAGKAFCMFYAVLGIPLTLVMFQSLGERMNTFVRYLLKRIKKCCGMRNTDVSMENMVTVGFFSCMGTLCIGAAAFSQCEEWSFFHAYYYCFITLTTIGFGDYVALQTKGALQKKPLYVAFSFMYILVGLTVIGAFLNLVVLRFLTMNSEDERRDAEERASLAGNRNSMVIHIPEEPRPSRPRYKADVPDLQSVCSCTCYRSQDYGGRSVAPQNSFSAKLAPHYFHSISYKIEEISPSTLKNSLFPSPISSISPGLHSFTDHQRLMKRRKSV
# RGS4 inh = RGS4 inhibitors, primary screen, cell-based, HEK293 M3R inducible RGS4, calcium flux | Regulator of G-protein signaling 4 (Homo sapiens), P49798 | Fluo-4 calcium flux; active compounds read high; triggered by carbachol at its EC20 | B-score at 10 µM | hit rate 0.45% among 310,000;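 active means B-score, a plate-corrected calcium signal, over three deviations above library mean, with baseline fluorescence within five deviations of library mean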;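 further: RGS4 expression induced by doxycycline in cells with stable M3 receptor; B-score is computed from the integrated fluorescence ratio over baseline after carbachol; higher B-score means a larger calcium signal and so more RGS4 inhibition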
# Target sequence (P49798 whole entry, looked up): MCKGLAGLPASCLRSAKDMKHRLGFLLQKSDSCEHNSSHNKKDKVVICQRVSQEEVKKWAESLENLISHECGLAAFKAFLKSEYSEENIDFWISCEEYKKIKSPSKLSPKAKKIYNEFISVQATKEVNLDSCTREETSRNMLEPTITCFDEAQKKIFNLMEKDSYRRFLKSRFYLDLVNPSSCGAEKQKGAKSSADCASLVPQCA
# RGS4 act = RGS4 potentiators or activators, primary screen, cell-based, HEK293 M3R inducible RGS4, calcium flux; carbachol calcium flux Fluo4; active compounds read low; hit rate 0.92% among 310,000; B-score at 10 µM;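 active means B-score of the integrated calcium signal more than 4 SD below the library mean, with starting fluorescence not abnormally high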;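 further: negative B-score means reduced calcium response which marks RGS4 activation or potentiation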
#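 Assay system: HEK293 FlpIn-TREx cells, stable M3R, doxycycline-inducible RGS4 / Probe or stimulus: carbachol, ECmax concentration / Times: overnight RGS4 induction, 30 min dye load 37 °C, 20 min compound RT / Signal: kinetic calcium fluorescence imaging with Fluo4-AM dye, 2 µM / Measure: Agonist-evoked peak-minus-minimum fluorescence over baseline, integrated ratio, B score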
# MrgX1 ag = agonists of human MrgX1 receptor, primary screen, HEK293 cells, Fluo-4 calcium flux | Fluo-4 calcium fluorescence, agonist mode; active compounds read high | B-score at 10 µM | hit rate 0.44% among 310,000 | AID 588627, 2011;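 active means calcium response B-score plate-corrected fluorescence ratio at least 3 library SD, with starting fluorescence B-score inside 5 SD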
#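 Assay system: stable human MrgX1 HEK293 cell line. Quantity: 15,000 cells per well. Schedule: cells plated overnight, dye loaded 0.5 h 37 °C, 0.5 h room temperature. Detection: Fluo-4 NW calcium-flux fluorescence, kinetic read. Read-out basis: peak-minus-minimum fluorescence over baseline, converted to B scores. Control set: positive and negative control wells on each plate.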
# hERG rescue = hERG rescue from dofetilide block, primary screen, cell-based, CHO-hERG, FluxOR thallium flux, dofetilide IC70; Voltage-gated inwardly rectifying potassium channel KCNH2 (Homo sapiens), Q12809; dofetilide IC70 present; activation (rescue from dofetilide block), less the hit threshold, % at 10 µM; hit rate 0.51% among 310,000; AID 1511, 2009;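 active means activation above the mean of controls blocked by dofetilide plus 5 SD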;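 further: thallium influx through hERG after potassium depolarization seen as dye fluorescence rise; in these data hits start at about 4.7%; inactives centre near -7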
# KCNQ1 act = potentiators or activators of KCNQ1 channel, primary screen, cell-based, thallium flux, high-throughput | CHO-K1 KCNQ1, thallium flux FluxOR fluorescence; active compounds read high | Potassium voltage-gated channel subfamily KQT member 1 (Homo sapiens), P51787 | AID 2648, 2010 | B-score at 10 µM | hit rate 0.35% among 310,000;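 active means fluorescence ratio B-score, a plate-corrected score, at least three library SD, with initial intensity B-score within 5 SD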
#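 Assay system: CHO-K1 cells stably expressing KCNQ1. Medium: assay buffer for compound exposure, DMSO matched across wells. Timing: 37 °C overnight plating, 90-min dark dye load, 20-min compound pretreatment. Signal: kinetic FluxOR fluorescence, 10 s baseline plus 110 s post-stimulus.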
# KCNQ1 block = inhibitors of human KCNQ1 channel, primary screen, cell-based, thallium flux, high-throughput. CHO-K1 KCNQ1, FluxOR thallium flux fluorescence; active compounds read high. B-score at 10 µM. hit rate 1.3% among 310,000;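 active means compounds whose thallium flux B-score, printed positive for inhibition, exceeds three library SD while starting fluorescence stays within three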;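 further: channel opened by potassium depolarization with thallium stimulus after 20 min compound exposure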
# An asterisk follows results filed as active; i = inactive; · = not tested or not shown.
SMILES,KCNK3 block,ANO1 block,MrgX1 allo act,TMEM16A act,KCNK9 inh,RGS4 inh,RGS4 act,MrgX1 ag,hERG rescue,KCNQ1 act,KCNQ1 block
Cc1ccc(C(=O)N2CCN(C(=O)N3CCOCC3)CC2)cc1,i,i,i,i,i,i,i,i,-3,i,i
CCC1(CC)NC(=O)N(CC(=O)N2N=C(c3ccc(Cl)cc3)CC2c2ccco2)C1=O (stereo not drawn),i,i,i,i,i,i,i,i,-14,i,i
O=S(=O)(c1cccc2nonc12)N1CCN(c2ccccc2F)CC1,i,i,i,i,i,i,i,i,-6,i,i
Fc1cccc(-c2csc(-c3ccno3)n2)c1,i,i,i,i,i,i,i,i,3,i,i
CC(NC(=O)c1cccc(N(C)C)c1)c1ccc(-n2ccnc2)cc1 (stereo not drawn),i,i,i,i,i,i,i,i,0,i,i
O=C(Nc1cccc(-c2cn3c(n2)SCC3)c1)c1ccc(Br)o1,i,i,i,i,-10*,i,i,i,-16,i,i
Cc1cccc(-c2nnc(SCC(=O)c3ccc(O)cc3O)n2C)c1,i,i,i,i,i,i,i,i,-4,i,i
Cc1ccc(N2CC(C(=O)N3CCN(c4ccccc4)CC3)CC2=O)cc1 (stereo not drawn),i,i,i,i,i,i,i,i,-10,i,i
COc1cc2c(cc1NC(=O)c1ccc3c(c1)OCO3)oc1ccccc12,i,i,i,i,i,i,i,i,-5,i,i
Cc1ccc(Cl)c(OCC(=O)Nc2ccc(S(=O)(=O)NC3=NCCCCC3)cc2)c1,i,i,i,i,i,i,i,i,-11,i,i
CC(C)CCN(C(=O)Cc1ccc(Cl)c(Cl)c1)c1c(N)n(Cc2ccccc2)c(=O)[nH]c1=O,i,i,i,i,i,i,i,i,-4,i,i
CC1CCN(S(=O)(=O)c2cccc3cccnc23)CC1,i,i,i,i,i,i,i,i,-3,i,i
CCN(Cc1ccncc1)S(=O)(=O)c1ccc(C(C)=O)cc1,i,i,i,i,i,i,i,i,-7,i,i
CCN(CC)S(=O)(=O)c1ccc(N2CCCC2)c(NC(=O)Cc2ccc(OC)cc2)c1,i,i,i,i,i,i,i,i,-11,i,i
CCc1nnc(NS(=O)(=O)c2ccc(NC(=O)c3ccc(C#N)cc3)cc2)s1,i,i,i,i,i,i,i,i,-4,i,i
COc1ccc2cc(S(=O)(=O)NC3CC(C)(C)NC(C)(C)C3)ccc2c1,i,i,i,i,i,i,i,i,-1,i,i
O=C(CSc1nnc(C2CCCCC2)n1-c1ccccc1)NCc1ccco1,i,i,i,i,i,i,i,i,-5,i,i
CC(=O)Nc1ccc(C2=NNC(=Nc3ccc(S(=O)(=O)N4CCOCC4)cc3)SC2)cc1,i,i,i,i,i,i,i,i,-15,i,i
C/C(=N\NC(=O)c1nnn(-c2nonc2N)c1-c1ccc2c(c1)OCO2)c1cccs1,i,i,i,i,i,i,i,i,-1,i,i
COc1ccc(CN2CCCCCC2)cc1Br,i,i,i,i,i,i,i,i,-6,i,i
Cc1noc2ncnc(Oc3ccc(F)cc3)c12,i,i,i,i,i,i,i,i,-5,i,i
CN(CC(=O)N1CCCc2c1c(=O)oc1ccc(O)cc21)Cc1ccccc1,i,i,i,i,i,i,i,i,-12,i,i
O=C(NCCc1ccncc1)Nc1ccc(Cl)c(Cl)c1,i,i,i,i,i,i,i,i,-12,i,i
COc1cc(NC(=O)COc2ccccc2[N+](=O)[O-])ccc1NC(=O)c1cccs1,i,·,·,i,i,i,i,·,-9,i,i
O=C(N/N=C/C(Br)=C/c1ccccc1)c1ccncc1,i,i,i,i,i,i,i,i,-9,i,i
CCCCNC(=O)/C(=C\c1ccc([N+](=O)[O-])o1)NC(=O)c1ccccc1,i,i,i,i,i,i,i,i,-4,i,i
O=C(CN1CCC(C(=O)c2ccc3c(c2)OCCO3)CC1)Nc1ccccc1F,i,i,i,i,i,i,i,i,-3,i,i
O=[N+]([O-])c1ccc(S(=O)(=O)N/N=C/c2ccsc2)cc1,i,i,i,i,i,i,i,i,-6,i,i
CCOC(=O)c1c(C)[nH]c(C)c1S(=O)(=O)N(C)CC(=O)NCc1cccc(Br)c1,i,i,i,i,i,i,i,i,-11,i,i
O=c1c(O)c(-c2ccc(O)c(O)c2)oc2cc(O)cc(O)c12,i,i,8.8*,i,i,5*,i,i,-10,i,i
CN(C)S(=O)(=O)c1ccc(NC(=O)CN2CCC(Cc3ccccc3)CC2)cc1,i,i,i,i,i,i,i,i,-9,i,i
COCCCn1c(SCc2cccc(C(F)(F)F)c2)nc2cc(OC)c(OC)cc2c1=N,i,i,i,i,i,i,i,i,-20,i,i
CC(C)N(CC#CC(O)(c1ccccc1)c1ccccc1)C(C)C,i,i,i,i,i,i,i,i,-8,i,i
CCOC(=O)c1sc2nc(N3CCOCC3)c3c(c2c1N)CC(C(C)C)OC3 (stereo not drawn),i,i,i,i,i,i,i,i,-7,i,i
COc1ccc(Cn2c(CCC(=O)O)nc3cccnc32)cc1,i,i,i,i,i,i,i,i,-5,i,i
NC(=O)C(Cc1ccccc1)N1C(=O)c2ccccc2C1=O (stereo not drawn),i,i,i,i,i,i,i,i,-11,i,i
CCc1ccc(NC(=O)C(=O)NCc2ccccn2)cc1,i,i,i,i,i,i,i,i,-11,i,i
COc1ccccc1C(=O)N1CC2(C)CC1CC(C)(C)C2 (stereo not drawn),i,i,i,i,i,i,i,i,-6,i,i
COC(=O)N/N=C(\C)c1ccco1,i,i,i,i,i,i,i,i,-8,i,i
O=C(Nc1ccccc1)OC1CCCCc2cccnc21 (stereo not drawn),i,i,i,i,i,i,i,i,-10,i,i
CNc1nc(C)c(C#N)c(-c2ccccc2)c1C(C)=O,i,i,i,i,i,i,i,i,-8,i,i
Cc1c(NC(=O)CSc2ccc(Cl)cc2)cccc1-c1nc2ncccc2o1,i,25*,i,i,i,i,i,i,-6,i,i
Cc1ccc(CN2CCN(Cc3ccc4ncccc4c3)CC2CCO)cc1 (stereo not drawn),i,i,i,i,i,i,i,i,-10,i,i
CC(=O)c1sc(NC(=O)c2ccc(Cl)cc2)nc1C,i,i,i,i,i,i,i,i,-5,i,i
COc1ccc(-n2c(C)cc(C(=O)CN3C(=O)NC4(CCc5ccccc54)C3=O)c2C)cc1 (stereo not drawn),i,i,i,i,i,i,i,i,-11,i,i
O=[N+]([O-])c1cc(C(F)(F)F)ccc1NCCc1c[nH]c2ccccc12,i,i,i,i,i,i,i,i,-11,i,i
Cc1cc(C(F)F)nn1CC(=O)NC1C(=O)N2C(C(=O)O)=C(CSc3nnnn3C)CSC12 (stereo not drawn),i,i,i,i,i,i,i,i,4,i,i
COc1ccc(/C=C/C(=O)Nc2cc(S(=O)(=O)N3CCCCC3)ccc2N2CCCCC2)cc1OC,i,i,i,i,i,i,i,i,-9,i,i
CN(C)c1nc(C(=O)OCCO)nc(N(C)C)n1,i,i,i,i,i,i,i,i,-8,i,i
COc1ccc(CCN(Cc2cc3cc(C)ccc3[nH]c2=O)C(C)=O)cc1OC,i,i,i,i,i,i,i,i,-14,i,i
Cn1ncc(N=Cc2c(O)ccc3ccccc23)c1C(=O)Nc1cccc(Cl)c1,i,i,i,i,-7.4*,i,i,i,-9,i,i
Cc1onc(-c2c(F)cccc2Cl)c1C(=O)Nc1c(C)n(C)n(-c2ccccc2)c1=O,i,i,i,i,i,i,i,i,-8,i,i
CCCC(=O)Nc1cccc(NC(=O)c2cccc([N+](=O)[O-])c2C)c1,i,i,i,i,i,i,i,i,-7,i,i
O=S(=O)(c1ccccc1)N1CCN(Cc2ccccc2)CC1,i,i,i,i,i,i,i,i,1,i,i
Cc1ccc(-c2cn3cc([N+](=O)[O-])ccc3n2)cc1,i,i,i,i,i,i,i,i,1,i,i
O=C(Nc1cccc(F)c1)C1CCCN(S(=O)(=O)c2ccc(-n3cnnn3)cc2)C1 (stereo not drawn),i,i,i,i,i,i,i,i,-9,i,i
Cc1nc(NCCC(C)C)c2nnn(Cc3ccccc3)c2n1,i,i,i,i,i,i,i,i,-8,i,i
COC(=O)c1cc(S(=O)(=O)NCCc2ccccc2)c[nH]1,i,i,i,i,i,i,i,i,-9,i,i
CC1(C)NC(=O)N(CCOc2cccc(Oc3ccccc3)c2)C1=O,i,i,i,i,i,i,i,i,-15,i,i
COc1ccc(NC(=O)CSc2nc3ccccc3c(=O)n2-c2ccc3c(c2)OCO3)c(OC)c1,i,i,i,i,i,i,i,i,-11,i,i
O=C(O)CNC(=S)N(Cc1ccccc1)Cc1ccccc1F,i,i,i,i,i,i,i,i,-14,i,i
N=C1/C(=C\c2ccc(SCc3ccco3)o2)C(=O)N=C2SC=NN12,i,i,i,i,i,i,i,90*,-17,i,i

# Laid out differently: results already given.
smiles	KCNK3 block	ANO1 block	MrgX1 allo act	TMEM16A act	KCNK9 inh	RGS4 inh	RGS4 act	MrgX1 ag	hERG rescue	KCNQ1 act	KCNQ1 block
Cc1onc(-c2c(F)cccc2Cl)c1C(=O)Nc1c(C)n(C)n(-c2ccccc2)c1=O	i	i	i	i	i	i	i	i	-8	i	i
CCCC(=O)Nc1cccc(NC(=O)c2cccc([N+](=O)[O-])c2C)c1	i	i	i	i	i	i	i	i	-7	i	i

# Screens (PubChem)
